Screening results deposited in PubChem by National Center for Advancing Translational Sciences (NCATS).
D3 ag – activates the human D3 dopamine receptor; P35462; D3R DiscoveRx beta-arrestin cells, luminescence, 90 min; max activation, %; 410,000 tested, 0.58% active; AID 652048; in the data active means max activation above about 30%; further: 0% is about no effect; mostly tested at two doses, the higher about 12 µM
Target sequence (P35462 whole entry, looked up): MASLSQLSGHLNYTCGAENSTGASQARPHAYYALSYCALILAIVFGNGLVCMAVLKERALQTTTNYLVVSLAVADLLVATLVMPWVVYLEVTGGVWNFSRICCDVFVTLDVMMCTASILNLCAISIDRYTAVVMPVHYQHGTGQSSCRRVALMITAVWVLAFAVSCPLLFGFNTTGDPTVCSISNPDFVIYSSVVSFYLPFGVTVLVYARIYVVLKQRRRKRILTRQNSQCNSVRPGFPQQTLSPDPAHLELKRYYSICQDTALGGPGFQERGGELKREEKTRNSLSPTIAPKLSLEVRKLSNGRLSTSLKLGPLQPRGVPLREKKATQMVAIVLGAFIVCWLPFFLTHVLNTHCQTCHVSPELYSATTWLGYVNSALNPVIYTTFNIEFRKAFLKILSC
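Cells at 1500/well, incubated overnight, then treated with pinned compounds (dopamine as control) for 90 min at 37 degrees C. DiscoveRx reagent added for 30 - 60 minutes at room temperature; luminescence read.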
Akt phos inh – inhibitors of Akt phosphorylation; Neuro2A IGF-stimulated pAkt S473 HTRF, 20 min; active compounds read low; activity change, % for hits at 50 µM; 360,000 tested, 0.32% active; AID 651550; in the data active means activity change below about -80%; inconclusive means mostly about -51% to -80%; further: on the % scale 0 is the no-effect control and ±100 the full control effect
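Neuro2A cells (4,500/well, DMEM with 0.5% FBS) were treated with compound at a single 50 µM final concentration, stimulated with 6 nM IGF for 20 min at 37 °C, and lysed. Phospho-Akt Ser473 was read by HTRF as 665/615 ratio ×10^4.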
PTHR1 agonist – PTHR1 (human) receptor agonism | Q03431 | HEK293 GP2 PTHR1 cells, GloSensor cAMP luminescence, 1 h | Potency, µM (highest dose often 115 µM), for the others: at the highest dose activation, hits mostly activators | 410,000 tested, 0.075% active | AID 743266; further: potency means the concentration at half of the fitted maximal effect; nearly all actives have a fitted effect of over 55% in size; some results filed as inactive show a strong effect at the top dose; inactives centre near -15; many of its hits are not listed in these tables
Target sequence (Q03431 whole entry, looked up): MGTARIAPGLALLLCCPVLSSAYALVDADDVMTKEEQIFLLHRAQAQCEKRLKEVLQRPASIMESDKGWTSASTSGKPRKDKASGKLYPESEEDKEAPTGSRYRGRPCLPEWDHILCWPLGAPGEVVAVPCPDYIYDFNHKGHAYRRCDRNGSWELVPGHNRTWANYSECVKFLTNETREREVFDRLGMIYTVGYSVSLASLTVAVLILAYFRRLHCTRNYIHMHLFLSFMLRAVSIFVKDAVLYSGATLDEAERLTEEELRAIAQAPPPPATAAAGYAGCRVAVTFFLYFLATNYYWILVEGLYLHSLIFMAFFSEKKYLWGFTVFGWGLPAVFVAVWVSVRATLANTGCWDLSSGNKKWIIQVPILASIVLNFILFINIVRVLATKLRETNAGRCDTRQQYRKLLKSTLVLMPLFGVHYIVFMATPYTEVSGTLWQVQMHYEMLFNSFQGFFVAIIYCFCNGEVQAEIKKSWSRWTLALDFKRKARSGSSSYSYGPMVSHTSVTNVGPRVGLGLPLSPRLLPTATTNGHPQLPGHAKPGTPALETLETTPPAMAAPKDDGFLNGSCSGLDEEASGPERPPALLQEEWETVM
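HEK-293-derived GP2 cells expressing PTHR1 and a GloSensor cAMP reporter, 3,000/well, plated overnight, given luciferin plus IBMX (each 0.5 mM as added) for 1 h at 37 °C, then compound for 1 h at 37 °C. Luminescence was read after 15 min at room temperature.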
Mm-Cpn inhibitor – blocks the Methanococcus maripaludis chaperonin Mm-Cpn; Potency, µM (top dose mostly 76.9 µM), for inactives: at the highest dose activity, negative = inhibition, most hits filed as inhibitors; AID 504842; purified Mm-Cpn ATPase, ADP Transcreener TR-FRET; 330,000 tested, 0.031% active; further: potency means the concentration at half of the fitted maximal effect; on the % scale 0 is the no-effect control and ±100 the full control effect; nearly all actives have a fitted effect of over 80% in size
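Compound-treated chaperonin, 25 nM final, turns over 10 uM ATP at 37°C for 30 min following a 10 min preincubation; ADP generated competes with ADP-d2 for Eu-cryptate antibody, lowering FRET.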
CCT chaperon mod – cytosolic chaperonin activity modulation. activity change, % (test concentration not listed), hits read low. purified chaperonin ATPase assay, HTRF ADP detection, 30 min. AID 651819. 360,000 tested, 0.3% active; in the data active means activity change below about -30%; further: on the % scale 0 is the no-effect control and ±100 the full control effect
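Nucleotide hydrolysis assay: TRiC at 20–40 nM final (set by batch activity) with 10 uM ATP, 30 min at 37 °C, in presence of 76 uM compound. Detection by competitive ADP HTRF, 30 min ambient.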
D3 antag – antagonists of human D3 dopamine receptor; max response, negative = inhibition, %; AID 652054; D3R cells, DiscoveRx beta-arrestin luminescence, antagonist mode; active compounds read low; 360,000 tested, 2.5% active; P35462; in the data active means max response below about -50%; inconclusive means no clear call, values can overlap the other calls; further: on the % scale 0 is the no-effect control and ±100 the full control effect; mostly tested at two doses, the higher about 12 µM
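Cells plated overnight at 1500 cells/well, then exposed to library compounds with dopamine controls for 90 minutes at 37 degrees C. DiscoveRx reagent added for 30–60 minutes at room temperature; luminescence read, quantitative HTS format.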
EPAC2 ag – activates human EPAC2 exchange factor; Q8WZA2; EPAC2 activation, biochemical qHTS; response scale: 100% = 6.5 mM cAMP response; Potency, µM (highest dose often 154 µM), for inactives: at the highest dose activation, usual class: activators; 360,000 tested, 0.079% active; further: potency means the concentration at half of the fitted maximal effect; nearly all actives have a fitted effect of over 50% in size
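qHTS, titration series. 100 nM EPAC2 / 250 nM Rap1B-BODIPY-GDP / 50 uM GDP; RT; ex 480/em 540 nm, 5-min reads to 30 min. Norm. to 6.5 mM cAMP = activation.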
EPAC2 antagonist – blocks human EPAC2 exchange factor | EPAC2 GEF exchange of Rap1B-BODIPY-GDP, fluorescence | Potency, µM (top dose mostly 114 µM), for the others: at the top dose activity, negative = inhibition, hits mostly inhibitors | AID 720708 | 360,000 tested, 0.18% active | Q8WZA2; further: potency means the concentration at half of the fitted maximal effect; on the % scale 0 is the no-effect control and ±100 the full control effect; nearly all actives have a fitted effect of over 45% in size; many of its hits are not listed in these tables
* = called active by the depositor; i = inactive; u = inconclusive; x = no result given; & = joins results of further samples; [ ] = another dose, or the depositor's remark. Unless noted, the call rests on the fitted dose curve; in most records, active means well fitted curve in the direction sought with a large enough effect; inconclusive means small, poorly fitted or top-dose-only effect, or another doubt; inactive means no such curve, though single readings can be large; an effect the other way counts as inactive or inconclusive.

SMILES | D3 ag | Akt phos inh | PTHR1 agonist | Mm-Cpn inhibitor | CCT chaperon mod | D3 antag | EPAC2 ag | EPAC2 antagonist
O=C(Nc1ncc2c(n1)CC(c1ccco1)CC2=O)c1ccco1 (stereo not drawn) | 9.3 | i | i | -2.9% | -1.5 | 15.1 | 4.2% | 3.8%
CCOc1ccccc1NC(=O)C(OC(=O)c1ccc(CC)cc1)c1ccccc1 (stereo not drawn) | -21.2 | i | -31.1%[inhibitor] | 1.8% | 0.7 | 15.5 | -0.3% | -10.4%
CCSc1nnc(NC(=O)c2cccc(S(=O)(=O)N(C)c3ccc(C)cc3)c2)s1 | 7.2 | i | -36.0%[inhibitor] | -3.8% | -1.0 | 5.1 | 18.7% | -8.7%
O=C(CC1C(=O)NCCN1Cc1ccc(F)cc1)NCCCn1cccn1 (stereo not drawn) | 0.6 | i | i | -1.9% | 0.5 | 3.0 | 2.1% | -6.3%[57.1 µM]
CC(Sc1nnc(NC2CC2)s1)C(=O)Nc1ccc(S(N)(=O)=O)cc1 (stereo not drawn) | 4.8 | i | i | 0.4% | -0.8 | 16.7 | -1.4% | 13.2%
Cc1csc(SCC(=O)NCCc2ccc(Cl)cc2Cl)n1 | 1.8 | i | -0.8% | -0.2% | -2.8 | u | 9.0% | -4.8%
COc1ccc(N2CCC(CNC(=S)Nc3ccc(C)cc3C)C2)cc1 (stereo not drawn) | 3.3 | i | -29.1% | -1.1% | 0.3 | 1.5 | 7.2% | -16.2%
CC(C)(C)[C@H]1C=C(C(=O)NCc2nc3ccccc3[nH]2)O[C@@H](OCc2ccc(CO)cc2)C1 | -18.9 | i | -93.4%[inhibitor] | 0.3% | -2.9 | -23.2 | 8.2% | 15.7%
CC(=O)Nc1ccc2oc(-c3ccccc3Br)nc2c1 | -1.8 | i | -15.2% | -4.8% | -1.0 | -3.3 | -4.1% | 2.5%
O=C(N/N=C/C=C\c1ccccc1[N+](=O)[O-])c1ccccn1 | -18.1 | i | -4.0% | 1.9% | -0.6 | -13.1 | 3.4% | 4.1%
O=C(Nc1nc2c(F)cc(F)cc2s1)C1CC1 | -4.8 | i | -27.0% | -3.2% | -9.1 | -16.7 | 7.0% | 4.1%
Cc1ccc(S(=O)(=O)N(CC(=O)Nc2cccc([N+](=O)[O-])c2)Cc2ccc(Cl)cc2)cc1 | -12.8 | i | -11.8% | -1.2% | -3.0 | -17.8 | 22.4% | 5.3%[57.1 µM]
COc1ccc(C)cc1S(=O)(=O)n1c([N+](=O)[O-])cnc1C | 0.4 | i | i | -6.1% | -79.3* | 1.5 | 0.1% | -2.9%
C=CCC1CCC/C(=N\NS(=O)(=O)c2ccc(C)cc2)C1 (stereo not drawn) | 1.0 | i | i | -2.6% | -5.6 | -10.8 | 8.7% | 0.9%
CCCNC(=O)Nc1ccc(C)cc1C | -4.4 | i | 28.4% | 2.0% | -45.3* | -2.6 | -4.9% | 19.9%
O=C(CN(c1ccc(F)cc1)S(=O)(=O)c1ccc2c(c1)OCCO2)NCc1ccncc1 | -11.7 | i | -38.7%[inhibitor] | -0.7% | -1.7 | 6.8 | 6.3% | -7.9%
COc1ccc(-c2nc(-c3ccc(NC(=O)c4ccncc4)cc3)no2)cc1OC | 49.7* | i | -91.9%[inhibitor] | -2.8% | -3.4 | 70.1 | 7.6% | 4.5%
CCOC(=O)c1c(NC(=S)NNS(=O)(=O)c2ccc(Br)cc2)sc2c1CCCCC2 | 2.5 | i | -33.1%[inhibitor] | -4.3% | -0.9 | 12.1 | -13.1% | 7.9%
S=C(Nc1ccccc1)Nc1ccc(Br)cc1 | 0.9 | i | -57.9%[inhibitor] | -0.6% | -3.3 | -8.6 | 8.8% | 5.5%
NS(=O)(=O)c1ccc(CCNC(=S)Nc2ccccc2)cc1 | -1.9 | i | -26.5% | 2.4% | -0.7 | 0.0 | 7.5% | -2.0%
CCOC(=O)C1=C(C)OC(N)=C(C#N)C1c1c(C)nn(-c2ccccc2)c1Cl (stereo not drawn) | 1.6 | i | -29.4%[57.5 µM] | -1.6% | 1.0 | -7.7 | 1.8% | 19.8%
N#Cc1ccc(-c2nc3ccc(Cl)cn3c2Cc2ccccc2C(F)(F)F)cc1 | 2.4 | i | -4.5% | x | 2.0 | 5.4 | 4.3% | -25.5%
C=CCC(C=C)[N+]1(CC(=O)OC)CCCCC1 (stereo not drawn) | -3.5 | i | -5.5% | 2.0% | 0.0 | -11.9 | 14.2% | 7.7%
COc1ccc(-c2csc(-c3cccs3)n2)cc1OC | 5.5 | i | -23.8% | -9.9% | -5.3 | 7.6 | 17.1% | 0.0%

Part of the list above with just PTHR1 agonist and Akt phos inh:
molecule | PTHR1 agonist | Akt phos inh
COc1ccc(-c2nc(-c3ccc(NC(=O)c4ccncc4)cc3)no2)cc1OC | -91.9%[inhibitor] | i
CCOC(=O)c1c(NC(=S)NNS(=O)(=O)c2ccc(Br)cc2)sc2c1CCCCC2 | -33.1%[inhibitor] | i
S=C(Nc1ccccc1)Nc1ccc(Br)cc1 | -57.9%[inhibitor] | i
NS(=O)(=O)c1ccc(CCNC(=S)Nc2ccccc2)cc1 | -26.5% | i

Further records:
SMILES | D3 ag | Akt phos inh | PTHR1 agonist | Mm-Cpn inhibitor | CCT chaperon mod | D3 antag | EPAC2 ag | EPAC2 antagonist
COCCOC(=O)C(CC(=O)O)NCc1ccco1 (stereo not drawn) | 5.3 | i | -13.8% | 0.0% | -3.1 | -8.7 | -3.4% | -8.8%
Cc1ccc(C2=NNC(C(O)C(O)C(O)C(C)O)S2)cc1 (stereo not drawn) | 3.2 | i | i | -2.7% | -2.1 | 13.0 | -2.5% | -4.5%
CCN(CC)C(CNC(=O)CSc1nnnn1-c1c(C)cccc1C)c1ccco1 (stereo not drawn) | -4.0 | i | i | -4.0% | 0.8 | 11.8 | 0.6% | -4.2%
CC1CCC(Nc2nnnn2-c2ccccc2)CC1 (stereo not drawn) | -19.3 | i | i | 2.2% | 1.0 | -22.7 | 2.1% | 6.6%
Cc1c(C(=O)NNC(=O)c2cccnc2)cccc1[N+](=O)[O-] | -0.7 | i | i | 0.0% | -0.7 | -10.8 | 4.9% | 1.1%
N#Cc1c(-c2ccco2)nc(SCc2ccc(F)cc2)[nH]c1=O | -8.6 | x | -9.1%[57.5 µM] | -15.9% | -2.0 | u | -3.6% | -3.3%
C=C1CCC[C@]2(C)C[C@H]3OC(=O)C(CN4CCOCC4)[C@H]3C[C@@H]12 (stereo partly drawn) | 1.2 | i | -1.3% | -1.2% | -2.0 | -20.0 | 8.7% | -12.7%
Cc1ccc2c(c1)c1c(n2CC(O)CNC2CCCC2)CCCC1 (stereo not drawn) | -2.1 | i | i | 0.8% | 0.3 | 26.3 | 4.9% | 10.6%
O=C(Nc1ccc2nc3n(c(=O)c2c1)CCCCC3)c1ccccc1Cl | 3.3 | i | i | u | -2.5 | 22.4 | -3.0% | 7.6%
COc1cc(CNC(C)c2ccccc2)cc(Br)c1OCc1ccc(F)cc1 (stereo not drawn) | -11.7 | i | -31.0%[inhibitor] | -0.2% | -2.1 | 29.7 | 9.5% | 2.5%
O=C(Cn1cnc2c(oc3ccccc32)c1=O)NCCc1ccccc1 | -4.5 | i | -11.8%[57.5 µM] | x | -4.4 | -20.0 | 6.2% | -3.4%
Cc1ccc(C(=O)C2=C(O)C(=O)N(c3ncccn3)C2c2ccc(Cl)cc2)o1 (stereo not drawn) | 1.5 | i | -4.2% | -9.9% | 0.2 | -3.8 | -7.0% | -1.3%
Cc1c(CC(=O)NCC(C)C)c(=O)oc2cc3c(cc12)CCC(C)(C)O3 | 9.5 | i | -37.8%[inhibitor] | 0.5% | -2.1 | 4.5 | -8.5% | 7.2%
COC(=O)[C@]12CCCCC=C1N(Cc1ccc3c(c1)OCO3)C(=O)[C@H](CC(=O)N1CCCCC1)C2 | -10.6 | i | 8.6% | x | x | 4.9 | 1.1% | -16.8%
O=C(CSc1ccccn1)Nc1ccc(N2CCOCC2)cc1 | 3.5 | i | i | -0.4% | 0.5 | -18.1 | 10.5% | 16.0%
COc1cccc(-c2noc(C3CCCN(C(=O)c4ccc(F)cc4F)C3)n2)c1 (stereo not drawn) | 4.3 | i | -21.0% | -0.6% | -0.9 | 6.8 | 13.0% | 4.3%
Nc1nc(SCC(=O)Nc2ccc([N+](=O)[O-])cc2)[nH]c(=O)c1NC(=O)c1ccc(Br)o1 | -8.8 | i | -11.2% | 0.0% | -4.8 | -7.3 | 4.1% | -0.2%
NC(=O)c1ccccc1N1CCCCC1 | -13.6 | i | -10.3% | 0.2% | 1.2 | -0.6 | 2.4% | 10.7%
C/C(CC(=O)Nc1ccc(Cl)c(Cl)c1)=N\NC(=O)C(=O)N1CCCCC1 | -8.0 | i | -14.7% | 1.3% | 0.8 | -11.7 | -1.9% | -3.8%
CCN1C(=O)C2(SC(NC(C)=O)=NN2C(C)=O)c2cc(C)cc(C)c21 (stereo not drawn) | -2.5 | i | -15.2% | -0.1% | -5.0 | 0.8 | 3.9% | 0.0%
Cc1cnn2c(C3CC3)ccnc12 | -1.9 | i | i | 2.9% | -0.6 | 13.3 | -8.3% | -3.3%
O=C(N/N=C/c1ccccn1)c1c[nH]c2ccccc12 | -4.1 | i | i | 2.7% | -2.2 | -15.2 | 8.5% | 0.7%
O=C(Cn1cnc2ccccc2c1=O)c1ccc(Br)cc1 | -34.0 | i | i | -0.3% | -0.6 | 0.0 | 5.3% | 1.4%
COc1cc(S(=O)(=O)NC2CCCC2)ccc1F | -7.3 | i | -3.8% | 0.2% | -0.1 | 25.2 | 13.0% | 0.1%
CCOC(=O)/C(C#N)=C\c1ccco1 | 2.2 | i | i | 0.4% | -0.4 | 37.9 | -4.9% | -2.5%
COc1cccc(CN(C)C(=O)C2CSC3(C)CCC(=O)N23)c1OC (stereo not drawn) | 2.6 | i | i | 2.8% | -3.7 | -11.1 | 5.8% | 6.8%
CS(=O)(=O)Nc1ccc([N+](=O)[O-])cc1Oc1ccccc1 | -24.3&-11.9 | i | -1.7% | 1.3% | -2.3 | -19.9 | -13.3% | 5.3%

Some of the compounds tested. The share of hits here may be higher or lower than overall.
